Lipid storage S3: qHTS Assay for Lipid Storage Modulators in Drosophila S3 Cells; Drosophila S3 cells, BODIPY lipid droplet fluorescence, 18-24 h; cells fed with added oleic acid; Potency in µM for hits, for the others lipid storage change, negative = inhibition, % at the top dose, mostly 46.1 µM; actives 0.64% (n = 320,000); AID 2685; active = well fitted inhibition curve with a large enough effect in the signal ratio, with a control signal flat, not every such curve was filed as active; inconclusive = small, poorly fitted or top-dose-only effect, or effect the other way, or a change in a side signal; the % refers to the signal ratio
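Laser-scanning cytometry quantifies lipid droplet accumulation (500–530 nm total intensity; droplet/cell object ratio) in oleic acid-fed (400 uM added) Drosophila S3 cells treated with a concentration series. 20 uM Triacsin C defined 100% inhibition.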
Lipid storage S3 cell count max: also measured in Lipid storage S3; calls as there; cell number change, %; measured here: cell count max response;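 cells counted by Cell Tracker Red CMTPX staining in the red channel; peak over a dose series mostly up to 46.1 µM; percent activity relative to internal control wells on each plate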
The depositor's hits bear a star; i = inactive; ? = inconclusive; nt = not tested or not shown; [ ] = remark or other dose. % is set by controls: 0 for no effect and ±100 for the full control effect; potency is the fitted concentration of half-maximal effect. This is a subset; count on the stated rates, not on these rows.

no.	mol	Lipid storage S3	Lipid storage S3 cell count max
1	Cc1cccc(-c2nc3ccccc3c(=O)[nH]2)c1	7.1%	2.7
2	O=C(CCC(=O)OCCCC(F)(F)C(F)(F)F)Nc1ccc(Cl)cc1Cl	?	nt
3	Cc1ccc(CNC(=O)CN2C(=O)COc3ccc(C)cc32)cc1	?	nt
4	COc1ccccc1CNCC(O)(c1ccc(Cl)cc1)c1ccc(Cl)cc1	?	nt
5	Cc1c(NC(=O)c2cccs2)cccc1[N+](=O)[O-]	-1.4%	1.2
6	O=C(Nc1cccc(Oc2ccc(C(=O)O)c(C(=O)O)c2)c1)c1ccc(-c2ccccc2)cc1	?	nt
7	Cc1cc(=O)n2nc(N3CCC(C(=O)NCc4cccc(Br)c4)CC3)sc2n1	?	nt
8	O=C(NNC1=NS(=O)(=O)c2ccccc21)c1ccc(Cl)cc1	?	nt
9	Cc1cc(C)c(S(=O)(=O)Nc2ccc(Cl)cn2)c(C)c1	?	nt
10	O=C(N(c1ccccc1)c1ccccc1)N(c1ccccc1)c1ccccc1	6.6%	4.2
11	O=C(Nc1ccc2c(c1)CCC2)Nc1ccc2c(c1)OCO2	-0.7%	-9.4
12	COc1ccc2[nH]c(=O)c(CN(CC3CCCO3)S(=O)(=O)c3ccccc3F)cc2c1 (configuration not stated)	?	nt
13	COc1ccc(NC(=O)Cn2nnc(-c3ccccc3NS(=O)(=O)c3ccccc3)n2)cc1	-79.7%	-6.7
14	CCOC(=O)CC(=O)CSc1nc(-c2cccnc2)ccc1C#N	?	nt
15	Cc1ccc(-n2nnnc2CNC(=O)C2CC(=O)N(c3ccc(F)cc3)C2)cc1C (configuration not stated)	?	nt

New compounds follow.
no.	mol	Lipid storage S3	Lipid storage S3 cell count max
16	Cc1ccc(NC(=O)Nc2ccc(Cl)cc2)c(Br)c1	?	nt
17	Cc1c(N=Cc2c(O)n(Cc3ccco3)c(=O)c3ccccc23)c(=O)n(-c2ccccc2)n1C	?	-18.5
18	O=C(O)c1ccc(NC(=O)c2cn(-c3ccccc3)nc2-c2ccc(F)cc2)cc1	?	nt
19	CC[C@H](C)[C@@H](C(=O)N1CCNCC1)n1cc([C@@H](N)CC(C)C)nn1	-5.1%	nt
20	COc1cccc(-c2ccc3ncnc(NCc4cccc(F)c4)c3c2)c1	-8.1%	1.1
21	Cc1nc2ccccn2c1C(=O)NNS(=O)(=O)c1ccc(C(C)(C)C)cc1	?	nt
22	Cc1ccc(S(=O)(=O)N(CC(=O)N/N=C/c2ccco2)c2cc(Cl)cc(Cl)c2)cc1	?	nt
23	CCn1c(=O)n(CC)c2cc(N3CCCC3)c(NC(=O)c3cccc(Cl)c3)cc21	?	nt
24	COc1ccccc1C(=O)NNC(=O)c1ccc(C)cc1	?	nt
25	COc1ccc(S(=O)(=O)N2CCC(C(=O)NCCCc3ccccc3)CC2)cc1	?	nt
26	COc1cc(/C=C/C(=O)c2cccc([N+](=O)[O-])c2)cc(OC)c1OC	?	nt
27	Cc1ccc(S(=O)(=O)N2CCCCC2)cc1C(=O)N(CCc1ccccc1)Cc1ccccc1	15.8%[0.0737 µM]	nt
28	CCOc1ccc(-c2cn3ccccc3n2)cc1[N+](=O)[O-]	?	nt
29	COc1cccc(C2CC(c3ccccc3)Nc3ncnn32)c1 (configuration not stated)	?	nt
30	COC(=O)N1CCCc2cc(C)ccc21	?	nt

(listing goes on)
no.	mol	Lipid storage S3	Lipid storage S3 cell count max
31	O=C(COC(=O)COc1ccccc1F)Nc1ccc(Cl)cn1	11.4%	9.9
32	Cc1cc(NC(=O)CSc2nnc(-c3ccccc3)c(-c3ccccc3)n2)no1	-2.9%	-0.7
33	O=c1[nH]cnc2sc3c(c12)CCCC3	i	7.4
34	O=S(=O)(NCC(c1ccco1)N1CCN(c2ccccc2)CC1)c1ccc(F)cc1 (configuration not stated)	8.2%	9.3
35	Cc1ccc(C(=S)N2CCCCCC2)cc1	?	nt
36	Cc1cc(C)n2ncc(C(=O)O)c2n1	16.6%	12.3
37	O=[N+]([O-])c1ccc2nc(-c3ccccc3)oc2c1	?	nt
38	CSc1ccccc1NC(=O)c1cccc(S(=O)(=O)N2CCN(C)CC2)c1	?	nt
39	COc1ccccc1C(=O)NNC(=O)C1CC=CCC1 (configuration not stated)	?	nt
40	CC(C)(C)c1nnc2sc(SCC(=O)c3ccc(Cl)cc3)nn2c1=O	16.7%	-17.5
41	CN(NC1OC(=O)c2ccccc21)c1ncc(Cl)cc1C(F)(F)F (configuration not stated)	9.5%	0.7
42	O=C(c1ccccc1)c1ccc2nc(-c3ccco3)c(-c3ccco3)nc2c1	?	nt
43	O=C(C1=C(O)C(=O)N(Cc2ccco2)C1c1cccnc1)c1cc2ccccc2o1 (configuration not stated)	?	nt
44	COc1ccc(NC(=O)Nc2ccc(OCc3ccccc3)cc2)cn1	?	nt
45	O=S(=O)(c1cnccc1N1CCN(CCO)CC1)N1CCCCC1	-25.4%	10.9

The list goes on.
no.	mol	Lipid storage S3	Lipid storage S3 cell count max
46	Cc1ccc(S(=O)(=O)NC2CCCC(C(=O)O)C2)cc1 (configuration not stated)	-5.5%	-2.9
47	CNC(=O)c1cc2c(ccc3ccccc32)oc1=N	?	nt
48	O=C(Cn1cnc2cc([N+](=O)[O-])ccc2c1=O)NCc1ccc(Cl)cc1	-19.1%	-4.8
49	Cc1ccc(C(=O)OCC(=O)c2c(N)n(C)c(=O)n(C)c2=O)cc1S(=O)(=O)N1CCCCC1	1.4%	-11.9
50	O=C(CSc1nc(NS(=O)(=O)c2ccccc2)cc(=O)[nH]1)Nc1ccc(F)cc1	?	nt
51	O=C(COC(=O)C1(c2ccc(Cl)cc2)CCCC1)N1CCc2ccccc21	?	nt
52	O=C(COc1cc2oc(=O)cc(-c3ccccc3)c2cc1Cl)NCc1ccccn1	i	-22.6
53	COc1cccc(Nc2nc3ccccc3n2C(C)C)c1	21.5%	-0.9
54	O=C(c1ccccc1)N(Cc1ccccc1)Cc1ccccc1	?	nt
55	CCc1cc2ccc(C)cc2nc1SCC(=O)Nc1c[nH]c(=O)[nH]c1=O	-11.3%	24.0
56	Cc1ccc(S(=O)(=O)N(C)C)cc1NC(=O)c1cncc(Br)c1	8.2µM*	-18.0*
57	COc1ccc(/C(O)=C2/C(=O)C(=O)N(Cc3cccnc3)C2c2ccncc2)cc1F (configuration not stated)	?	nt
58	CCCN(CC(=O)Nc1cccc(S(N)(=O)=O)c1)CC(=O)Nc1ccc(F)c(F)c1F	?	nt
59	Cc1cc([N+](=O)[O-])nn1CC(=O)N(C)C1CCCCC1	-23.6%	-16.2
60	CCCCN(CCCC)c1nc(OC)nc(-n2nnc(C(C)=O)c2C)n1	11.8%	nt

A second format for some results above.
Fields – Lipid storage S3, Lipid storage S3 cell count max
[53] COc1cccc(Nc2nc3ccccc3n2C(C)C)c1
 : 21.5%, -0.9
[58] CCCN(CC(=O)Nc1cccc(S(N)(=O)=O)c1)CC(=O)Nc1ccc(F)c(F)c1F
 : ?, nt
[57] COc1ccc(/C(O)=C2/C(=O)C(=O)N(Cc3cccnc3)C2c2ccncc2)cc1F (configuration not stated)
 : ?, nt
[60] CCCCN(CCCC)c1nc(OC)nc(-n2nnc(C(C)=O)c2C)n1
 : 11.8%, nt

The list continues.
no.	mol	Lipid storage S3	Lipid storage S3 cell count max
61	O/N=C1\CCCc2ccc(Cl)cc21	?	nt
62	CCOc1ccccc1NC(=O)C1CCCN(S(=O)(=O)c2ccccc2)C1 (configuration not stated)	?	nt
63	COc1ccc2c(C)cc3nnnn3c2c1	?	nt
64	CCOc1ccccc1N1CCN(CC(O)COCc2cccs2)CC1 (configuration not stated)	i	25.2
65	Cc1ccc(NCCC(=O)c2cccs2)cc1Cl	i	nt
66	COc1ccc(C(=O)Nc2ccc(Cl)c(S(=O)(=O)Nc3ccccc3OC)c2)cc1	-0.8%	2.8
67	Cc1ccccc1-c1nc(CS(=O)(=O)CC(=O)Nc2cc(F)ccc2F)c(C)o1	?	nt
68	C=CCOc1ccc(CNCc2cccnc2)cc1OCC	-23.3%	9.1
69	O=C(NCCc1cccc(Cl)c1)c1cccnc1	?	nt
70	CCOc1nc(NCCO)nc(NCCC2=CCCCC2)n1	8.1%	-1.0
71	O=C(CSc1nnc(COc2ccccc2)o1)NC1CC2CCC1C2 (configuration not stated)	i	-6.1
72	COc1ccc(NC(=O)Cn2nc3n(c2=S)CCC3)cc1	16.3%	-14.1
73	Cn1c(SCC(=O)Nc2ccc(Br)cc2)nc(O)cc1=O	-0.8%	nt
74	CC(C)c1ccc(NC2CCCN(C(=O)CCN3CCCCC3=O)C2)cc1 (configuration not stated)	13.7%	12.9
75	Cc1ccc(C2c3[nH]c4ccccc4c3C[C@H]3C(=O)N(c4ccccc4C(=O)N4CCC(C(=O)O)CC4)C(=O)N23)cc1 (some centres not stated)	?	nt

Going on with the list.
no.	mol	Lipid storage S3	Lipid storage S3 cell count max
76	Cc1ccc(S(=O)(=O)N2CCOCC2)cc1NC(=O)COc1ccc(C(=O)c2ccccc2)cc1	7.31µM*	12.9*
77	Cc1[nH]nc2c1C(c1cccc(O)c1)C1=C(CC(C)(C)CC1=O)N2 (configuration not stated)	?	nt
78	Cc1nnc2n1CCCCC2	4.7%	4.6
79	O=C(CCC(=O)Nc1nnc(C2CCCCC2)s1)NCC1CCCO1 (configuration not stated)	?	nt
80	O=S(=O)(/N=C(/c1ccccc1)N1CCOCC1)c1ccc(F)cc1	i	1.3
81	CCOC(=O)CN(C#N)c1nc(N(C)C)nc(N(C)C)n1	-0.7%	-2.7
82	O=C(Nc1ccc(N2CCOCC2)c(Cl)c1)c1ccc(-n2cnnc2)cc1Cl	-14.9%	-3.5
83	c1ccc(-c2csc(NNC3=NCCCCC3)n2)cc1	?	nt
84	Cc1c(Cl)cccc1NC(=O)CSc1nc(=O)n(CCCN2CCOCC2)c2c1CCC2	-16.1%	-7.3
85	COc1ccc(Cl)cc1C(=O)NNC(=O)c1cccc(S(=O)(=O)N(C)C)c1	19.0%	1.1
86	Cn1c(=O)c2c(nc(NCCOc3ccc(C(C)(C)C)cc3)n2C)n(C)c1=O	?	nt
87	Cc1ccc(C2=NN(CC(=O)NCc3cccnc3)C(=O)CC2)cc1	6.7%	-2.3
88	Cc1ccccc1OCC(=O)NCC(=O)OCc1ccc(Br)cc1	-29.7%	5.6
89	O=C(N1CCCC1)C12CCC3CC(CC(C3)C1)C2	?	nt
90	Cc1cnn(C(=S)NCC2CCCO2)c1 (configuration not stated)	?	nt

Next results
no.	mol	Lipid storage S3	Lipid storage S3 cell count max
91	CN(C)c1ccc(C(=O)/C=C/c2ccco2)cc1	?	nt
92	COc1ccccc1-n1cc(CN2CCN(CC=C(C)C)C(CCO)C2)cn1 (configuration not stated)	4.0%	17.2
93	O=C(c1ccccc1)N1CCC(c2nc3c(nnn3Cc3ccco3)c(=O)[nH]2)CC1	?	nt
94	Cc1ccccc1-c1nc(CS(=O)CC(=O)NC2CC2)c(C)o1 (configuration not stated)	-11.1%	-5.7
95	COc1ccccc1NC(=O)N(Cc1ccccc1)C1=NCC(C)S1 (configuration not stated)	7.1%	-4.2
96	COC(=O)c1sccc1NS(=O)(=O)c1ccc(OC)cc1	?	nt
97	O=C(NC1CCN(C(=O)c2cccc([N+](=O)[O-])c2)CC1)c1ccccc1	-7.3%	2.2
98	CNC(=O)Cn1nc(C)c2ccccc2c1=O	?	nt
99	O=C(NCc1ccccc1CN1CCCC1)c1cc2cc(Cl)ccc2o1	?	nt
100	Cc1ccc(SCCNC(=O)c2cccc([N+](=O)[O-])c2C)cc1	i	-12.0
101	Cn1c(COc2ccccc2O)[n+](C)c2ccccc21	i	14.4
102	COc1ccc(N2CCN(C(=O)CCCN3C(=O)c4cccc5cccc(c45)C3=O)CC2)cc1	-15.1%	-14.5
103	Cc1ccc(C(=O)Nc2ccncc2)o1	22.6%	3.4
104	Cc1ccc(C)c(NC(=O)c2cc(C)nc3ccccc23)c1	?	nt
105	O=C(Nc1ccnc(-c2cccnc2)n1)c1ccc(Cl)c(Cl)c1	20.7%	nt

Other structures
no.	mol	Lipid storage S3	Lipid storage S3 cell count max
106	COc1ccc(OC)c(NC(=O)c2csc(Cl)c2OC)c1	18.4%	4.9
107	CCN(C(=O)COc1ccc(C(=O)c2ccccc2)cc1)c1ccccc1	?	nt
108	C=CCN(CC=C)C(=O)CN1C(=O)NC(c2ccccc2)(c2ccccc2)C1=O	?	nt
109	Cc1cc(C)n(C(=O)c2cc3c(s2)CCCC3)n1	?	nt
110	CCOC(=O)C1(CCOc2ccccc2)CCN(Cc2cccc(-n3cccn3)c2)CC1	-33.0%	-38.9
111	Cc1cc(=O)oc(C)c1C(=O)NCc1cccnc1	8.7%	nt
112	Cc1cc(NC(=O)CCCC(=O)N(c2ccccc2)C(C(=O)NC2CCCCC2)c2cccs2)no1 (configuration not stated)	6.3%	4.2
113	COc1ccc(N(CC(=O)Nc2cc(OC)cc(OC)c2)S(=O)(=O)c2c(C)n[nH]c2C)cc1	-23.8%	15.2
114	CC(C)C1Oc2cc3oc(=O)ccc3cc2C1=O (configuration not stated)	-6.2%	7.1
115	Cc1cc(C)c(C)c(S(=O)(=O)ON2C(=O)c3ccccc3C2=O)c1C	?	nt
116	O=C(c1sc2cccc(F)c2c1Cl)N1CCN(c2ncccn2)CC1	i	1.3
117	COc1cc(NC(=O)NCCN2CCN(c3ccccc3)CC2)cc(OC)c1OC	?	nt
118	CNC(=O)CSc1nc2cccnc2n1-c1ccc(F)cc1	10.6%	-9.6
119	O=C(c1ccc([N+](=O)[O-])o1)N1CCc2ccccc21	?	nt
120	O=C1CS/C(=C\[N+](=O)[O-])N1c1ccc(OC(F)(F)F)cc1	?	nt

Compound activity from PubChem BioAssay.
